Compound activity as filed in PubChem BioAssay.
PRC2 inh: inhibitors of human EZH2/PRC2 methyltransferase; Q15910; PRC2 H3K27 methylation, DELFIA TRF, 1 h; inhibition, % at 12.5 µM; actives 0.35% (n = 57,000);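 active means mean inhibition of replicates at least 50% and every single replicate also reaching 50%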;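 further: dimethyl H3K27 on biotinylated H3 21-44 peptide detected by antibody; plate controls were median neutral control wells for no effect and median positive control wells for full effect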
IDH1 R132H inh: IDH1 R132H (human) inhibition; O75874; IDH1 R132H reductase, diaphorase/resazurin fluorescence, 60 min; inhibition, % at 10 µM; actives 0.18% (n = 70,000); in the data active means inhibition above about 34%;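 further: 0% = DMSO and 100% = no enzyme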
Target sequence (O75874 whole entry R132H): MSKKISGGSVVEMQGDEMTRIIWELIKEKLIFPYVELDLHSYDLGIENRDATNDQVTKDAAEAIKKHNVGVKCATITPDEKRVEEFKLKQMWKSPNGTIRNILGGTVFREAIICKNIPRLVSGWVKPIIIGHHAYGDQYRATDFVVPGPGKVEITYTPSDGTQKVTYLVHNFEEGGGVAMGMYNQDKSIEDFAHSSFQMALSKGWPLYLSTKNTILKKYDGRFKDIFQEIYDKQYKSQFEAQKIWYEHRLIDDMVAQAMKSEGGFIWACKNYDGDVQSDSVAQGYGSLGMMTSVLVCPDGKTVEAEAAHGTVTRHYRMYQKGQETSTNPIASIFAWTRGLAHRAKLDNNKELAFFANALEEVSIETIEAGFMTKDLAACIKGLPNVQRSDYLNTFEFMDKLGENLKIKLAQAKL
* = called active by the depositor; · = not tested or not shown; & = joins results of further samples.

SMILES	PRC2 inh	IDH1 R132H inh
Cc1cc(=O)oc2cc(OC(C)C(=O)Nc3ccc(N4CCOCC4)cc3)ccc12 (centres undefined)	-4	0.8
C[C@@H]1CN([C@H](C)CO)C(=O)c2cccc(NC(=O)c3cnccn3)c2O[C@@H]1CN(C)C(=O)Nc1ccccc1	14	-0.4
Cc1noc(C)c1NC(=O)N[C@H]1CC[C@@H](CC(=O)Nc2ccccc2)O[C@H]1CO	-8	-0.2
COCCNC(=O)c1c(NC(=O)c2ccccc2C)sc2c1CCCC2	31	-1.0
CN1C2CCC1CC(OC(=O)c1c[nH]c3ccccc13)C2 (centres undefined)	·	0.0
COc1ccc(OC)c(NC(=O)c2cnn(-c3ccccc3Cl)c2NC(=O)c2ccco2)c1	7	0.8
NS(=O)(=O)c1cc2c(cc1Cl)NCNS2(=O)=O	·	0.9
COc1ccccc1-c1cnc2c(c1)C(=O)N([C@@H](C)CO)C[C@@H](C)[C@H](CN(C)Cc1ccc(F)cc1)O2	-1	0.7
CCS(=O)(=O)CCSc1nc(C)c(C(=O)Nc2ccccc2)c(-c2ccccc2)c1C#N	0	0.1
CO[C@H]1CN(C)C(=O)c2cc(NC(=O)Cc3ccccc3)ccc2OC[C@H](C)N(C(C)=O)C[C@H]1C	2	19
CO[C@@H]1CN(C)C(=O)c2cc(NC(=O)C3CCCC3)ccc2OC[C@H](C)NC[C@H]1C	3	0.3
CO[C@H](CN(C)Cc1nccs1)[C@H](C)CN([C@H](C)CO)S(=O)(=O)c1ccc(F)cc1	-4	-0.1
C[C@H](CO)N1C[C@H](C)[C@H](CN(C)C(=O)C2CCC2)Oc2cc(C3=CCCC3)ccc2S1(=O)=O	-27	·
CO[C@H]1CN(C)C(=O)c2ccc(NC(=O)c3ccno3)cc2OC[C@H](C)N(C(=O)C2CCC2)C[C@H]1C	-5	-0.2
C[C@@H]1CN([C@@H](C)CO)C(=O)Cc2cc(NC(=O)C3CC3)ccc2O[C@H]1CN(C)Cc1ccc(Oc2ccccc2)cc1	·	-0.5
C[C@H](CO)N1C[C@H](C)[C@@H](CN(C)Cc2ccc(C(=O)O)cc2)Oc2ccc(NS(=O)(=O)c3ccccc3)cc2C1=O	·	0.6
C[C@@H]1CN([C@H](C)CO)C(=O)c2cc(NC(=O)CCN3CCOCC3)ccc2O[C@H]1CN(C)S(=O)(=O)c1cn(C)cn1	·	-0.7
Clc1ccccc1CNCC1CCC(CNCc2ccccc2Cl)CC1 (centres undefined)	-2	-1.1
C[C@@H]1CN([C@H](C)CO)C(=O)Cc2cc(NS(C)(=O)=O)ccc2O[C@H]1CN(C)Cc1ccc(-c2ccccc2)cc1	-11	1.1
COc1cc(NS(=O)(=O)c2ccc(NC(=O)C34CC5CC(CC(C5)C3)C4)cc2)ncn1	-7	-0.5
Cc1ccc(S(=O)(=O)N(C)C[C@H]2Oc3ccc(NC(=O)C4CC4)cc3C(=O)N([C@H](C)CO)C[C@H]2C)cc1	-3	-4.3
C[C@H]1CN([C@@H](C)CO)C(=O)c2cc(-c3ccccc3)cnc2O[C@@H]1CN(C)C(=O)Nc1ccccc1F	5	·
C[C@H](CO)N1C[C@H](C)[C@@H](CN(C)Cc2ccc(Oc3ccccc3)cc2)Oc2ccc(NC(=O)C3CCCCC3)cc2CC1=O	·	-1.7
C[C@H]1CN([C@@H](C)CO)C(=O)c2cc(NC(=O)Nc3ccc4c(c3)OCO4)ccc2O[C@@H]1CN(C)Cc1ccc(C(=O)O)cc1	·	1.6
O=C(CN(C1CCCCC1)S(=O)(=O)c1ccc(Cl)cc1)Nc1ccccc1F	-1	-0.4

Next section (3 carried over from the part before).
SMILES	PRC2 inh	IDH1 R132H inh
C[C@H](CO)N1C[C@H](C)[C@@H](CN(C)Cc2ccc(Oc3ccccc3)cc2)Oc2ccc(NC(=O)C3CCCCC3)cc2CC1=O	·	-1.7
C[C@H]1CN([C@@H](C)CO)C(=O)c2cc(NC(=O)Nc3ccc4c(c3)OCO4)ccc2O[C@@H]1CN(C)Cc1ccc(C(=O)O)cc1	·	1.6
O=C(CN(C1CCCCC1)S(=O)(=O)c1ccc(Cl)cc1)Nc1ccccc1F	-1	-0.4
C[C@H]1CCCCO[C@H](CN(C)S(=O)(=O)c2cn(C)cn2)[C@@H](C)CN([C@@H](C)CO)C(=O)c2cc(NS(C)(=O)=O)ccc2O1	·	0.0
C[C@H](CO)N1C[C@H](C)[C@@H](CN(C)Cc2ccc(-c3ccccc3)cc2)Oc2ccc(NS(=O)(=O)c3ccccc3)cc2CC1=O	·	0.9
Cc1ccc(S(=O)(=O)N(C)C[C@H]2Oc3c(NC(=O)C4CCCCC4)cccc3C(=O)N([C@H](C)CO)C[C@H]2C)cc1	-18	·
Cc1ccc(S(=O)(=O)Nc2ccc3c(c2)C(=O)N([C@@H](C)CO)C[C@H](C)[C@@H](CN(C)Cc2ccc(Cl)c(Cl)c2)OCCCC[C@@H](C)O3)cc1	·	1.2
N#Cc1c(NC(=O)C2CC(c3ccccc3O)=NO2)sc2c1CCCC2 (centres undefined)	13	0.0
C[C@H](CO)N1C[C@H](C)[C@@H](CN(C)C(=O)Cc2cccnc2)Oc2cc(C3=CCCCC3)ccc2S1(=O)=O	-5	·
CCC(=O)O[C@@H]1CC(=O)O[C@H](C)C/C=C\C=C\[C@@H](O)[C@H](C)C[C@H](CC=O)[C@H](OC2O[C@H](C)[C@@H](O[C@H]3C[C@@](C)(O)[C@@H](OC(=O)CC)[C@H](C)O3)[C@H](N(C)C)[C@H]2O)[C@H]1OC (some centres undefined)	·	0.0
C[C@@H]1CN([C@H](C)CO)C(=O)c2cc(-c3cncnc3)cnc2O[C@@H]1CN(C)C(=O)c1ccccc1F	·	-3.2
CCCN(Cc1cc2cccc(C)c2[nH]c1=O)S(=O)(=O)c1ccccc1	-18	-0.4
CNC[C@@H]1OCCCC[C@H](C)Oc2ccc(NC(=O)Nc3ccccc3)cc2C(=O)N([C@H](C)CO)C[C@H]1C	-12	3.5
COc1cc(/C=C/C=O)cc(OC)c1O	-4	·
C[C@@H]1CCCCO[C@H](CN(C)S(=O)(=O)c2cn(C)cn2)[C@@H](C)CN([C@@H](C)CO)C(=O)c2cc(NS(C)(=O)=O)ccc2O1	·	-2.4
C[C@H]1CN([C@@H](C)CO)C(=O)c2ccccc2-c2ccccc2CO[C@H]1CN(C)S(=O)(=O)c1ccc(Cl)cc1	-10	·
C[C@H](CO)N1C[C@H](C)[C@H](CN(C)S(=O)(=O)c2cccc(F)c2)Oc2ncc(Br)cc2C1=O	13&14	·
C[C@H]1CN([C@@H](C)CO)C(=O)Cc2cc(NC(=O)Nc3ccc4c(c3)OCO4)ccc2O[C@H]1CN(C)S(C)(=O)=O	·	-0.2
O=C(CSc1nnc(-c2ccccc2)n1-c1ccccc1)N1CCOCC1	-19	0.0
C[C@H](CO)N1C[C@H](C)[C@@H](CN(C)Cc2ccncc2)OCCCC[C@H](C)Oc2ccc(NC(=O)C3CCCCC3)cc2C1=O	-9	·
CO[C@@H]1CN(C)C(=O)c2cc(NC(=O)C3CC3)ccc2OC[C@@H](C)N(C(=O)c2cccnc2)C[C@@H]1C	11	-0.1
C[C@H]1CN([C@@H](C)CO)C(=O)c2cc(NS(=O)(=O)c3cccs3)ccc2O[C@@H]1CN(C)Cc1ccc(-c2ccccc2)cc1	72*	-1.4
COc1cccc(-c2cnc3c(c2)C(=O)N([C@H](C)CO)C[C@H](C)[C@H](CN(C)C(C)=O)O3)c1	-8	-1.6
C[C@H](CO)N1C[C@H](C)[C@H](CN(C)S(=O)(=O)c2cccc(F)c2)Oc2ncc(C#CC(C)(C)O)cc2C1=O	·	-0.2
COc1cccc(C(=O)Nc2ccc3c(c2)C(=O)N(C)C[C@H](OC)[C@@H](C)CN(CCc2ccccc2)[C@@H](C)CO3)c1	-6	0.3
C[C@@H]1CN([C@@H](C)CO)S(=O)(=O)c2ccc(C#CC(C)(C)O)cc2O[C@H]1CN(C)C(=O)C1CCC1	10	0.6
C[C@H](CO)N1C[C@H](C)[C@H](CN(C)S(=O)(=O)c2ccc(F)cc2)Oc2ccc(NS(C)(=O)=O)cc2C1=O	·	1.3
C[C@H](CO)N1C[C@H](C)[C@H](CN(C)S(=O)(=O)c2ccc(F)cc2)Oc2ncc(-c3cc4ccccc4o3)cc2C1=O	·	0.4
SMILES	PRC2 inh	IDH1 R132H inh
Cc1noc(C)c1NC(=O)Nc1ccc2c(c1)CC(=O)N([C@@H](C)CO)C[C@H](C)[C@H](CN(C)S(=O)(=O)c1c(C)noc1C)O2	·	1.0
Cc1noc(C)c1NC(=O)N(C)C[C@@H]1Oc2ccc(NS(=O)(=O)c3cccs3)cc2CC(=O)N([C@@H](C)CO)C[C@H]1C	·	-0.3
C[C@@H]1CCCCO[C@H](CN(C)C(=O)Nc2ccc(F)cc2)[C@@H](C)CN([C@H](C)CO)C(=O)c2cc(NS(=O)(=O)c3ccc(F)cc3)ccc2O1	·	1.4
C[C@@H]1CN([C@H](C)CO)C(=O)c2cc(Br)cnc2O[C@H]1CN(C)Cc1ccc2c(c1)OCO2	17	-0.9
O=C(Nc1ccc(I)cc1C(=O)NCCN1CCOCC1)c1ccccc1Cl	-9	0.3
CCCC#Cc1ccc2c(c1)O[C@@H](CN(C)C(=O)c1ccncc1)[C@H](C)CN([C@H](C)CO)S2(=O)=O	-4	-0.3
COc1ccc(NC(=O)N(C)C[C@H]2OCc3cn(nn3)CCCC(=O)N([C@H](C)CO)C[C@H]2C)c(OC)c1	0	-1.1
C[C@H]1CN([C@@H](C)CO)C(=O)c2cccc(NC(=O)Nc3ccccc3)c2O[C@@H]1CN(C)CC1CC1	-2	·
C[C@@H]1CN([C@H](C)CO)C(=O)Cc2cc(NC(=O)CCCCCC(=O)Nc3ccccc3N)ccc2O[C@@H]1CN(C)S(=O)(=O)c1cn(C)cn1	18	0.1
C[C@@H]1CN([C@H](C)CO)S(=O)(=O)c2ccc(C#CC(C)(C)O)cc2O[C@@H]1CN(C)C	10	-0.5
COc1cccc(C#Cc2cnc3c(c2)C(=O)N([C@@H](C)CO)C[C@H](C)[C@@H](CN(C)C)O3)c1	·	-0.2
CN(C)c1ccc2c(c1)[C@H]1C[C@H](CC(=O)NCc3ccccc3F)O[C@H](CO)[C@H]1O2	-12	-4.3
O=C(C[C@H]1C[C@H]2c3cc(NC(=O)NC4CCCC4)ccc3O[C@H]2[C@@H](CO)O1)NCCN1CCCCC1	-12	-1.8
C[C@H]1CN([C@@H](C)CO)C(=O)c2cc(NS(=O)(=O)c3cccs3)ccc2O[C@H]1CN(C)Cc1ccc2c(c1)OCO2	·	0.2
Cn1cnc(S(=O)(=O)N[C@H]2C=C[C@@H](CC(=O)NCC3CC3)O[C@H]2CO)c1	-2	0.2
CC(C)NC(=O)N(C)C[C@@H]1Oc2ccc(NS(=O)(=O)c3ccc(F)cc3)cc2C(=O)N([C@H](C)CO)C[C@H]1C	5	·
C=CCC(c1cc(Cl)ccc1N)S(=O)(=O)c1ccc(C)cc1 (centres undefined)	2	0.2
C[C@@H]1CN([C@H](C)CO)C(=O)c2cc(N(C)C)ccc2O[C@@H](C)CCCCO[C@H]1CN(C)C(=O)c1ccncc1	-17	2.4
O=C(NO)c1cccc(C(=O)N/N=C/c2cccnc2Br)c1	0	0.0
C[C@H]1CN([C@@H](C)CO)C(=O)c2cccc(NC(=O)c3nc4ccccc4s3)c2O[C@@H]1CN(C)C(=O)Nc1ccccc1	·	0.5
CO[C@@H]1CN(C)C(=O)c2cc(NC(=O)C3CC3)ccc2OC[C@@H](C)N(C(=O)c2cnccn2)C[C@H]1C	-1	0.1
Cc1cc(C)c(OCC(=O)Nc2ccc3oc(-c4cncc(Br)c4)nc3c2)c(Cl)c1	-12	-0.3
O=C(CCc1nc(-c2ccccc2)no1)Nc1ccc([N+](=O)[O-])cc1	6	-0.5
COc1ccc(C)cc1S(=O)(=O)N(C)CC(=O)N1CCN(c2ccccc2)CC1	0	-0.2
Cc1noc(C)c1NC(=O)Nc1ccc2c(c1)C(=O)N([C@H](C)CO)C[C@@H](C)[C@H](CN(C)Cc1ccc(Oc3ccccc3)cc1)O2	·	0.9
SMILES	PRC2 inh	IDH1 R132H inh
CCCC#Cc1cnc2c(c1)C(=O)N([C@H](C)CO)C[C@@H](C)[C@H](CN(C)C(=O)Nc1c(C)noc1C)O2	-3	·
Cc1noc(C)c1NC(=O)N(C)C[C@H]1Oc2cc(C#CCN(C)C)ccc2S(=O)(=O)N([C@@H](C)CO)C[C@@H]1C	-3	-0.7
CC(C)c1ccc(S(=O)(=O)Nc2ccc(O)c(Sc3ncn[nH]3)c2)cc1	8	15
C[C@@H]1CN([C@H](C)CO)C(=O)c2cc(NC(=O)Nc3ccccc3)ccc2O[C@@H]1CN(C)S(=O)(=O)c1ccc(F)cc1	·	0.0
CO[C@H]1CN(C)C(=O)c2ccc(NC(=O)NC(C)C)cc2OC[C@H](C)N(Cc2ccccn2)C[C@H]1C	2	-0.4
C[C@@H]1CN([C@H](C)CO)C(=O)Cc2cc(NC(=O)C3CCCCC3)ccc2O[C@H]1CN(C)Cc1ccc(C(=O)O)cc1	-9	-0.1

A section from further up, for reference:
SMILES	PRC2 inh	IDH1 R132H inh
C[C@H]1CN([C@@H](C)CO)C(=O)Cc2cc(NC(=O)Nc3ccc4c(c3)OCO4)ccc2O[C@H]1CN(C)S(C)(=O)=O	·	-0.2
O=C(CSc1nnc(-c2ccccc2)n1-c1ccccc1)N1CCOCC1	-19	0.0
C[C@H](CO)N1C[C@H](C)[C@@H](CN(C)Cc2ccncc2)OCCCC[C@H](C)Oc2ccc(NC(=O)C3CCCCC3)cc2C1=O	-9	·
CO[C@@H]1CN(C)C(=O)c2cc(NC(=O)C3CC3)ccc2OC[C@@H](C)N(C(=O)c2cccnc2)C[C@@H]1C	11	-0.1
C[C@H]1CN([C@@H](C)CO)C(=O)c2cc(NS(=O)(=O)c3cccs3)ccc2O[C@@H]1CN(C)Cc1ccc(-c2ccccc2)cc1	72*	-1.4

An excerpt (hit frequency here may not be typical).
